Compound activity from PubChem.
mIAP inh = inhibitors of mouse IAP, primary screen, biochemical, luminescence, uHTS; inhibition, % at 10 µM; intestinal alkaline phosphatase [Mus musculus]; 330,000 tested, 0.2% active; AID 2806, 2010; purified mouse IAP, CDP-Star luminescence, 30 min;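 active = inhibition of at least 40% at 10 µM in the primary screen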;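 note: plate controls were DMSO with enzyme for no effect and no enzyme wells for full effect; values of inactives mirror those of a sister screen read the other way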
MIN6 prolif = inducers of MIN6 beta-cell proliferation, primary screen, ATP luminescence, uHTS; 330,000 tested, 0.29% active; MIN6 cells proliferation, ATPlite luminescence, 48 h; cells starved in 0.2% serum; 100% = growth in 10% serum; proliferation, % at 10 µM;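 active = compounds whose signal lies at least 3.5 SD above the mean of all wells on their plate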;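 note: 0% = DMSO-treated cells in low-serum medium and 100% = 10% serum control; some compounds called inactive have numbers as strong as hits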
mIAP act = activators of mouse IAP, primary screen, biochemical, luminescence, uHTS | intestinal alkaline phosphatase [Mus musculus] | muIAP, CDP-Star luminescence, 30 min; active compounds read high; 1 = vehicle-only enzyme signal, 0 = enzyme-free wells | activation factor at 10 µM | 330,000 tested, 0.24% active | AID 2805, 2010;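 active = activation factor of at least 2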; note: the source names both 10 and 20 µM as test concentration; values of inactives mirror those of a sister screen read the other way
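Assay system: mouse IAP enzyme; Reagent: CDP-Star chemiluminescent phosphatase substrate; Compound: DMSO-dissolved test compounds; Incubation: 30 min, room temperature; Technique: luminescence from enzymatic CDP-Star hydrolysis; Controls: DMSO-only wells and no-enzyme negative control.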
SENP1 FRET inh = human SENP1 catalytic domain inhibitors, primary screen, biochemical, FRET, uHTS; inhibition, % at 10 µM; 360,000 tested, 0.21% active; Sentrin-specific protease 1 (Homo sapiens), Q9P0U3; AID 624204, 2012; recombinant SENP1 catalytic domain, CyPet-SUMO1-YPet FRET cleavage;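 active = inhibition at least 30% at 10 µM, raw YFP signal under a set limit, fluorescence ratio 0.5 to 1.5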;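 note: 0% = enzyme with DMSO and 100% = no enzyme wells; some results filed as inactive read as strong as hits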
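Material: hSENP1 catalytic domain, recombinant; medium: Tris pH 8 with BME, BSA, NP40 and catalase; compound: single concentration of 10 µM compound, 0.5% DMSO final; technique: FRET read of cyan and yellow fluorescence; timing: 50 min enzyme reaction, room temperature, light-protected; reagent: SFCypet-SUMO1-SFYpet substrate at 25 nM; control set: no-enzyme low, enzyme-DMSO high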
hIAP inh = human IAP inhibitors, primary screen, biochemical, luminescence, uHTS; Intestinal-type alkaline phosphatase (Homo sapiens), P09923; purified IAP, CDP-Star luminescence, 30 min; inhibition, % at 10 µM; 330,000 tested, 0.12% active; AID 2544, 2010;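 active = inhibition reaching a set limit with compound at 10 µM in the primary screen, cut at about 35% in these data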;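 note: plate controls were DMSO wells with enzyme for no effect and no-enzyme buffer wells for full effect; values of inactives mirror those of a sister screen read the other way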
Target sequence (P09923 whole entry, looked up): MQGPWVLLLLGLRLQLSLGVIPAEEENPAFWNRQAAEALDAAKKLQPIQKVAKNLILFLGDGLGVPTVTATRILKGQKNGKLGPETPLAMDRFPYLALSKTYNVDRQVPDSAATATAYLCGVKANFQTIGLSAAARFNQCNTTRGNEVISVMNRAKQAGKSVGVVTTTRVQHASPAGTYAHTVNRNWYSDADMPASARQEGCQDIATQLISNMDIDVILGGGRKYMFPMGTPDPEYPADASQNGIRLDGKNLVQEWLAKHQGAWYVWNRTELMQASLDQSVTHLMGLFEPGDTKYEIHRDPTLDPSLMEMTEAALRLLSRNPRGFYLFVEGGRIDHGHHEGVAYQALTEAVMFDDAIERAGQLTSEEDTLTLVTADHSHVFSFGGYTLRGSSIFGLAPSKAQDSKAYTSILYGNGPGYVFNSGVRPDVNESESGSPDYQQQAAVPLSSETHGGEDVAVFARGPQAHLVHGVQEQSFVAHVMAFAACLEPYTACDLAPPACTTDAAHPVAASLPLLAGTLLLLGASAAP
A3G deaminase = APOBEC3G DNA deaminase inhibitors, primary screen, biochemical, fluorescence, single-stranded DNA substrate, uHTS | DNA dC->dU-editing enzyme APOBEC-3G (Homo sapiens), Q9HC16 | recombinant A3G, ssDNA deamination FAM/TAMRA fluorescence | inhibition, % at 20 µM | 330,000 tested, 0.28% active | AID 493012, 2011;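 active = inhibition of at least 40% at 20 µM, with no more than 30% in the related APOBEC3A deaminase screen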;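 note: plate controls were DMSO wells with A3G for no effect and wells lacking A3G enzyme for full effect; some compounds called inactive have numbers as strong as hits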
Target sequence (Q9HC16 whole entry, looked up): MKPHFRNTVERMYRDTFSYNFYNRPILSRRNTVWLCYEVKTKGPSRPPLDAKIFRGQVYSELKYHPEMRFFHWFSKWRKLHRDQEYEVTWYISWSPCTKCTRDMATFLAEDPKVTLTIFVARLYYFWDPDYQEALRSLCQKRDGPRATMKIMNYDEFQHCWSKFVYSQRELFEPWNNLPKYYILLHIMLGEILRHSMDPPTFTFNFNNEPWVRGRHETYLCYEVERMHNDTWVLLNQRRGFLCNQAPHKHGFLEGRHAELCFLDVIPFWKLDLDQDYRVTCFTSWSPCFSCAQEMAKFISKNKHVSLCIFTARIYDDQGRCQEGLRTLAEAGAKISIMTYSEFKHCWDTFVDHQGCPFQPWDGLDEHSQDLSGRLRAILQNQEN
hIAP act = human IAP activators, primary screen, biochemical, luminescence, uHTS; Intestinal-type alkaline phosphatase (Homo sapiens), P09923; purified human IAP, CDP-Star luminescence, 30 min; active compounds read high; 1 = vehicle-only enzyme, 0 = enzyme-free background; activation factor at 10 µM; 330,000 tested, 0.16% active;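 active = activation factor of the enzyme at least 2-fold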; note: the source names both 10 and 20 µM as test concentration; values of inactives mirror those of a sister screen read the other way
A3A deaminase = APOBEC3A ssDNA deaminase inhibitors, primary screen, selectivity assay for APOBEC3G inhibitor project, biochemical, FAM/TAMRA oligo cleavage fluorescence | recombinant A3A, FAM/TAMRA ssDNA deamination fluorescence | inhibition, % at 20 µM | 330,000 tested, 0.41% active | DNA dC->dU-editing enzyme APOBEC-3A (Homo sapiens), P31941;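 active = at least 40% inhibition at 20 µM here, with at most 30% in a related deaminase screen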;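 note: plate controls were A3A with DMSO for no effect and wells lacking A3A enzyme for full effect; some results filed as inactive read as strong as hits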
NALP3 yeast inh = NALP3 inflammasome inhibitors in reconstituted yeast, primary screen, luminescence, uHTS. AID 2825, 2010. Yeast reconstituted NLRP3/ASC/caspase-1, beta-gal luminescence, 24 h. inhibition, % at 10 µM. 330,000 tested, 0.39% active;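 active = inhibition of 50% or more; inactive = inhibition below 50%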;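 note: plate controls were induced DMSO wells for no effect and uninduced yeast grown without galactose for full effect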
The depositor's hits bear a star; . = not tested or not shown. This is a subset; rates above refer to the full screens.

SMILES | mIAP inh | MIN6 prolif | mIAP act | SENP1 FRET inh | hIAP inh | A3G deaminase | hIAP act | A3A deaminase | NALP3 yeast inh
COCC(C)NC(=O)C(C)N1c2cccc3cccc(c23)S1(=O)=O (stereo not given) | -17.9 | -1.1 | 1.18 | -2.0 | -16.7 | 1.8 | 1.17 | -6.2 | 9.7
CCc1ccc(CNC(=O)C2CCC(=O)N2C2CCCCC2)cc1 (stereo not given) | 5.9 | 0.5 | 0.941 | 0.0 | -2.3 | -2.0 | 1.02 | 2.7 | 9.7
CN1CCCN(S(=O)(=O)c2ccc3c(c2)OCCO3)CC1 | -5.0 | -2.0 | 1.05 | -1.9 | 10.5 | -7.9 | 0.895 | -4.3 | -5.0
COc1ccccc1Oc1coc2cc(OC(=O)N3CCOCC3)ccc2c1=O | -7.9 | -1.2 | 1.08 | 1.0 | 17.1 | -2.7 | 0.829 | -0.1 | 13.7
CCCCCC1C(=O)C[C@@H]2CCN3C(=O)CCC[C@H]1[C@H]23 (stereo not given in full) | -2.7 | . | 1.03 | -4.7 | . | 0.9 | . | 1.3 | .
COc1ccc(S(=O)(=O)N2CCCOC2CNC(=O)C(=O)NCc2cccnc2)cc1 (stereo not given) | 2.0 | -2.5 | 0.98 | 0.1 | -37.6 | -8.2 | 1.38 | -4.5 | -11.1
CCOC(=O)c1cc2occc2n1CC(=O)N1CCOCC1 | 2.6 | -2.1 | 0.974 | -1.0 | -5.1 | -5.3 | 1.05 | -2.8 | -18.2
CCN(CC)C(=O)COc1ccc(CC(=O)O)cc1OC | -3.5 | 0.2 | 1.03 | 0.0 | -2.6 | -4.0 | 1.03 | -1.6 | 11.9
Cc1ccc(/C(N)=N/OC(=O)CSc2ccccc2)cc1 | 5.9 | 0.5 | 0.941 | -0.6 | 12.5 | -5.6 | 0.875 | -2.5 | -3.2
CC1(C)CC(=O)C2=C(C1)N=C1c3ccccc3C(=O)C1C2c1ccc(Cl)cc1 (stereo not given) | 13.9 | -3.6 | 0.861 | -1.5 | -9.0 | 1.6 | 1.09 | 4.3 | 13.3
COc1cc(C(=O)Nc2cccc(S(=O)(=O)N3CCCC3)c2)cc(OC)c1C | -21.2 | -3.6 | 1.21 | -4.2 | -0.4 | -3.6 | 1 | 2.7 | 2.1
O=C(Nc1cccc(S(=O)(=O)N2CCCCC2)c1)c1ccccn1 | 6.8 | 3.5 | 0.932 | 1.0 | -0.4 | -9.4 | 1 | -2.6 | -11.1
Cc1cc(C)cc(OCc2nc3ncc(Br)cc3[nH]2)c1 | 2.4 | -1.9 | 0.976 | -4.6 | -31.4 | -1.0 | 1.31 | 0.4 | -2.4
NC(=O)COC(=O)C1c2ccccc2Oc2ccccc21 | -4.8 | -2.5 | 1.05 | -7.2 | 11.0 | 0.7 | 0.89 | 3.1 | 14.0
CCN(CC)C(=O)Oc1cc(=O)n2c3c(cccc13)CCC2 | 10.4 | 0.2 | 0.896 | -0.8 | 3.9 | -1.4 | 0.961 | 0.5 | 15.6
CN1CCN(c2ncnc3sc(-c4ccccc4)cc23)CC1 | 4.5 | -0.9 | 0.955 | -6.6 | 6.4 | -10.2 | 0.936 | -3.4 | 17.8
O=C(Cc1ccc(Cl)c(Cl)c1)OCC(=O)c1ccc[nH]1 | -2.2 | 0.7 | 1.02 | -1.8 | -12.0 | -7.5 | 1.12 | -3.0 | 13.5
NC(=O)c1ccc(NC(=O)CCCN2C(=O)c3ccccc3C2=O)cc1 | 1.8 | -3.5 | 0.982 | 2.0 | 14.6 | -3.6 | 0.854 | -3.0 | 7.8
CN(C)C(=O)C1CCC(=O)N1Cc1cccs1 (stereo not given) | 4.4 | 4.5 | 0.956 | 0.7 | -5.0 | -3.1 | 1.05 | -1.6 | 7.9
Cc1ccc(CCNC(=O)CN(C)S(=O)(=O)c2ccc3c(c2)n(C)c(=O)c(=O)n3C)cc1 | -11.9 | -1.6 | 1.12 | -0.1 | -36.3 | -2.8 | 1.36 | -2.2 | 9.2
COc1ccc(C(=O)Nc2ccc(NC(=O)c3cccc(F)c3)cn2)cc1 | 0.3 | -1.2 | 0.997 | 1.2 | -0.4 | -3.6 | 1 | 1.3 | 25.3
Cc1ccc(OC(C)C(=O)N(Cc2cccs2)C2CCS(=O)(=O)C2)cc1C (stereo not given) | -1.4 | -0.6 | 1.01 | 1.4 | -12.9 | -5.5 | 1.13 | 0.6 | 7.3
CSc1ccc(S(=O)(=O)NCc2ccc(Cl)cc2)cc1 | -2.5 | -2.8 | 1.02 | 0.0 | 14.3 | -0.3 | 0.857 | 3.3 | 14.2
COc1ccc(C(=O)[C@H]2[C@H]3C(=O)N(c4ccc(C)cc4)C(=O)[C@H]3C3C=CC=NN32)cc1 (stereo not given in full) | -1.9 | -1.3 | 1.02 | 0.5 | -9.6 | 1.2 | 1.1 | 2.9 | 12.9
O=C1NCC(=O)N(Cc2ccccc2)/C1=C/c1ccccc1 | -0.9 | -2.1 | 1.01 | 2.6 | 2.5 | -3.8 | 0.975 | 0.9 | 14.0

Overlap with the part before: 3 entries, then new ones.
SMILES | mIAP inh | MIN6 prolif | mIAP act | SENP1 FRET inh | hIAP inh | A3G deaminase | hIAP act | A3A deaminase | NALP3 yeast inh
CSc1ccc(S(=O)(=O)NCc2ccc(Cl)cc2)cc1 | -2.5 | -2.8 | 1.02 | 0.0 | 14.3 | -0.3 | 0.857 | 3.3 | 14.2
COc1ccc(C(=O)[C@H]2[C@H]3C(=O)N(c4ccc(C)cc4)C(=O)[C@H]3C3C=CC=NN32)cc1 (stereo not given in full) | -1.9 | -1.3 | 1.02 | 0.5 | -9.6 | 1.2 | 1.1 | 2.9 | 12.9
O=C1NCC(=O)N(Cc2ccccc2)/C1=C/c1ccccc1 | -0.9 | -2.1 | 1.01 | 2.6 | 2.5 | -3.8 | 0.975 | 0.9 | 14.0
NNc1nc2ccccc2nc1C(F)(F)F | -2.8 | 1.2 | 1.03 | -8.5 | 3.3 | 30.4 | 0.967 | -0.7 | 4.2
O=C(CSc1nc2ccccc2o1)N1c2ccccc2Sc2ccc(C(F)(F)F)cc21 | 1.2 | -1.9 | 0.988 | 2.7 | 5.6 | -1.3 | 0.944 | -0.4 | 13.2
CC(=O)O[C@H]1C[C@@]2(O)[C@@H](OC(=O)c3ccccc3)C3[C@@](C)([C@@H](O)C[C@H]4OC[C@@]34OC(C)=O)[C@@H](O)[C@H](OC(C)=O)C(=C1C)C2(C)C (stereo not given in full) | 12.9 | -3.9 | 0.871 | 3.2 | 14.3 | -3.0 | 0.857 | 6.6 | 16.5
O=C(NNC(=O)c1cnccc1C(F)(F)F)c1cccc(Cl)c1 | -3.5 | -4.1 | 1.03 | 1.9 | 3.3 | -3.4 | 0.966 | -1.6 | 3.3
C=CCOC(=O)C1=C[C@H](c2coc3ccccc3c2=O)C[C@H](OCc2ccc(CO)cc2)O1 | 4.0 | 1.4 | 0.96 | 0.0 | 4.8 | -6.4 | 0.952 | -1.2 | 44.7
Cc1nc(Cl)sc1C(=O)Nc1cccc(Cl)c1C | -7.2 | 0.0 | 1.07 | 1.2 | 1.0 | -6.1 | 0.99 | 2.0 | -4.9
CCC(CO)Oc1cc(NC(=O)c2ccc(F)cc2)c2ncn(C(C)C)c2c1 (stereo not given) | 4.1 | -1.8 | 0.959 | -0.5 | 6.9 | -8.7 | 0.931 | 0.0 | 15.6
CN(c1ccccc1)c1ccc(/C=C(\CCC(=O)O)c2nc3ccccc3s2)cc1[N+](=O)[O-] | 9.7 | -2.7 | 0.903 | 6.7 | -17.0 | 2.8 | 1.17 | 0.0 | -0.4
Cc1occc1C(=O)N1CCC2(CCCN(Cc3ccc(F)c(F)c3)C2)C1 (stereo not given) | -2.7 | 2.6 | 1.03 | -3.2 | -7.2 | -6.3 | 1.07 | -7.4 | 17.5
CC(=O)c1ccc2c(c1)OCCOCCOc1ccc(C(C)=O)cc1OCCOCCO2 | -16.8 | 0.0 | 1.17 | 10.8 | -30.7 | -5.6 | 1.31 | -0.8 | 10.3
CCOCCCNC(=O)C1CCCN1S(=O)(=O)c1ccc(Cl)cc1 (stereo not given) | -6.7 | 0.3 | 1.07 | 1.0 | -21.2 | 0.1 | 1.21 | 0.9 | 8.4
Cc1cc(C)nc(NS(=O)(=O)c2ccc(N/C=C\C(=O)c3cccs3)cc2)n1 | -3.1 | 0.3 | 1.03 | -27.8 | -17.8 | -10.6 | 1.18 | -3.0 | 8.0
O=C1CS/C(=N/N=C/c2cccs2)N1Cc1ccc(F)cc1 | 8.2 | -3.1 | 0.918 | 2.7 | -2.5 | -5.8 | 1.02 | -3.5 | 26.6
CCCn1c(SCC(=O)NC2CCCCC2)nnc1-c1ccccn1 | -11.0 | 0.6 | 1.11 | 2.5 | -10.2 | -9.8 | 1.1 | -3.6 | -9.4
COc1cc(OC)cc(-c2c(C#Cc3ccsc3)c3cc(-c4ccc5cc[nH]c5c4)ccc3n2C)c1 | 4.1 | -2.8 | 0.959 | -20.4 | 0.5 | -16.2 | 0.995 | -5.2 | -12.0
O=c1ccc2ccccc2n1Cc1cccc(F)c1 | -3.1 | -1.1 | 1.03 | 0.5 | -5.7 | -9.6 | 1.06 | -2.3 | -11.6
COC(=O)CCSCC(=O)Nc1nnc(C)s1 | 4.6 | 4.2 | 0.954 | 1.8 | 19.5 | -7.3 | 0.805 | -4.2 | -10.9
CC(CCc1ccccc1)NC(=O)C(=O)NCc1ccccc1 (stereo not given) | 5.4 | -1.2 | 0.946 | 2.8 | -9.6 | -2.4 | 1.1 | -1.3 | 12.8
O=C(Nc1ccc(N2CCN(C(=O)c3ccc(Cl)cc3)CC2)cc1)c1cccnc1 | -0.3 | -2.4 | 1 | 3.6 | 5.1 | -3.7 | 0.949 | -5.8 | 10.9
COc1ccc(OC)c(S(=O)(=O)N(C)CC(=O)N2CCN(c3cccc(Cl)c3)CC2)c1 | -2.8 | -0.9 | 1.03 | 1.2 | -5.8 | -5.5 | 1.06 | -3.1 | 13.3
CC1CCCCN1S(=O)(=O)c1ccc(C(=O)Nc2nnc(-c3ccco3)o2)cc1 (stereo not given) | 10.5 | -5.4 | 0.895 | 0.9 | -31.1 | -3.7 | 1.31 | -0.9 | 14.3
